Bioassay records as filed in PubChem.
HCV NS3 hel inh – HCV NS3 helicase inhibition; 290,000 compounds, 0.56% hits; inhibition, % at 10.9 µM; AID 1800; NS3 helicase DNA unwinding, Cy5 molecular beacon fluorescence;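 active = inhibition above the mean of all tested compounds plus 3 SD, set per campaign, cut at about 35% in these data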;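 note: 0% = DMSO wells and 100% = thioflavine S control wells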
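Material: hepatitis C virus NS3 helicase domain fragment enzyme; measured by: Cy5 fluorescence, 0 and 60 min reads; control set: DMSO and thioflavine S; incubation: 60 min unwinding reaction at 25 °C after ATP addition; read-out basis: % inhibition from 60/0 min fluorescence ratio, DMSO 0%, thioflavine S 100%; repeats: singlicate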
pCIP destab – lowers stability of the mouse p/CIP coactivator protein; Q05BA5; F442A p/CIP-EGFP cells, EGFP fluorescence, 16 h; decrease of EGFP signal, % at 10 µM; 290,000 compounds, 0.01% hits; AID 1984;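 active = EGFP signal decrease of at least 30% at 10 µM or well 3 SD below plate mean, unless failing retest; inactive = the rest, including hits failing retest or dose response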; note: some compounds called inactive have numbers as strong as hits; many of its hits are not listed in these tables
IMP-1 inh – blocks Pseudomonas aeruginosa IMP-1 metallo-beta-lactamase; 290,000 compounds, 0.45% hits; purified IMP-1, nitrocefin hydrolysis, epi-absorbance fluorescence; inhibition, % at 5.6 µM;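 active = inhibition above the mean plus 3 SD of all compounds in the same screening run, cut at about 4.5% in these data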;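 note: 0% = IMP-1 with DMSO and 100% = DMSO wells lacking enzyme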
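System: purified IMP-1 / Input: IMP-1 dispensed at 0.2 nM / Medium: 50 mM HEPES pH 7.1, 50 µM ZnSO4, 0.05% Brij 35 / Timing: 15 min enzyme–compound preincubation, then 25 min nitrocefin reaction, 25 °C / Technique: plate fluorescence quenching by hydrolysis product, ex 480/em 530 nm / Repeats: singlicate testing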
PHOSPHO1 block – PHOSPHO1 (human) inhibition. Q8TCT1. recombinant PHOSPHO1, absorbance phosphatase assay. inhibition, % at 13.3 µM. 290,000 compounds, 1.1% hits; in the data active = inhibition above about 60%
Target sequence (Q8TCT1 whole entry, looked up): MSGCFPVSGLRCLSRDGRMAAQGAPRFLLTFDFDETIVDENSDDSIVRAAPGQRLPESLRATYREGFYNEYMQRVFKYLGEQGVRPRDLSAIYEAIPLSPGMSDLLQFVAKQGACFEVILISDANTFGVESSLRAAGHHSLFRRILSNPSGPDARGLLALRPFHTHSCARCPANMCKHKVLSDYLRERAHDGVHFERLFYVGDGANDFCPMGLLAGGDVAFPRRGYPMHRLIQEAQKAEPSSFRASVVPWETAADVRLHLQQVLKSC
VIM-2 inh – blocks Pseudomonas aeruginosa VIM-2 metallo-beta-lactamase. purified VIM-2, nitrocefin hydrolysis, epi-absorbance fluorescence. inhibition, % at 5.6 µM. 290,000 compounds, 0.89% hits;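 active = inhibition above the mean of all tested compounds plus 3 SD, cutoff set per screening run, cut at about 7.5% in these data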;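 note: red hydrolysis product quenches plate fluorescence so inhibitors raise well fluorescence; 0% = enzyme with DMSO and 100% = DMSO without enzyme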
UBC9 SUMO inh – inhibitors of human SUMOylation (UBC9); HTRF SUMOylation assay, SAE1/SAE2 + UBC9, in vitro; inhibition, % at 35 µM; 290,000 compounds, 0.36% hits; AID 2006; in the data active = inhibition above about 50%, passing the limit was not always enough; note: strong numbers were not always called active
Target sequence (P63279 whole entry, looked up): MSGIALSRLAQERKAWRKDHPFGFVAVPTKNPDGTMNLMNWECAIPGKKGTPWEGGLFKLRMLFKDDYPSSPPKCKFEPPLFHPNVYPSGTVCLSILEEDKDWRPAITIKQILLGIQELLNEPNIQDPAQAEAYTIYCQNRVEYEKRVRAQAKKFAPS
DNA FID counter – displaces DNA intercalator in HCV helicase counter-screen; DNA fluorescent intercalator displacement, fluorescence; inhibition, % at 7.9 µM; 290,000 compounds, 0.17% hits; AID 1845; in the data active = inhibition above about 37%;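 note: 0% = vehicle and 100% = reference compound; higher means more ethidium bromide displaced from hairpin DNA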
IDE act – IDE (human) activation, cell-based; HEK cells, FAbeta-B cleavage, fluorescence polarization; 0% vehicle, 100% cell-free pure enzyme wells; AID 493087; P14735; activation, % at 5.96 µM; 340,000 compounds, 0.073% hits;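 active = activation above the mean of all tested compounds plus 3 SD, set per screening campaign, cut at about 17% in these data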
MEKK3 PB1 HTS – raises or lowers MEK5 binding to the human MEKK3 PB1 domain; binding response (% of control), % at 10 µM; 290,000 compounds, 1.4% hits; bead-based flow cytometry, Alexa488-MEK5 binding to MEKK3; actives lie on both sides; 0 = blocked by unlabeled MEK5, 100 = vehicle;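 active = binding response more than 3 SD above or below the average of its plate-row segment, actives on both sides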;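 note: Alexa488 bead fluorescence after subtracting the streptavidin-only scavenger bead signal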
Target sequence (Q99759 whole entry, looked up, the tested form may be a part): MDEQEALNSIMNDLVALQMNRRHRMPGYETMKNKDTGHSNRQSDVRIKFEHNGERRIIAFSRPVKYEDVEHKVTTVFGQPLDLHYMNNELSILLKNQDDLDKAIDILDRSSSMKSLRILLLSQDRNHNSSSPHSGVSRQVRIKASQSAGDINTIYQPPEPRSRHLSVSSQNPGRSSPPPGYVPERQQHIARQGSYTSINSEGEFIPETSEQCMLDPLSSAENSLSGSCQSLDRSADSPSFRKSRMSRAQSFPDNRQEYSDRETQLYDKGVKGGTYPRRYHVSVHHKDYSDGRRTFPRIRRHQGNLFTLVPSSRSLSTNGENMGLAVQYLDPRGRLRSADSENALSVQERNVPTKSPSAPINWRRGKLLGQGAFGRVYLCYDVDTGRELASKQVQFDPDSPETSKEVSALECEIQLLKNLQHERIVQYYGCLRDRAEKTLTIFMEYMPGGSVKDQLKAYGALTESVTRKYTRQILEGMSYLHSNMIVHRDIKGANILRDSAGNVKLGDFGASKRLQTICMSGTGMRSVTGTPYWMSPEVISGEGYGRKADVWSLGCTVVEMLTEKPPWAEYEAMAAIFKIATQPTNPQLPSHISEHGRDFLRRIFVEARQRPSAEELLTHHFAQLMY
* hit, by the source's call; . = not tested or not shown; & = joins results of further samples. An excerpt (hit frequency here may not be typical).

SMILES	HCV NS3 hel inh	pCIP destab	IMP-1 inh	PHOSPHO1 block	VIM-2 inh	UBC9 SUMO inh	DNA FID counter	IDE act	MEKK3 PB1 HTS
Cc1ccc(-c2cc(C(=O)Nc3ccc4c(c3)OCCO4)c3ccccc3n2)cc1	12	-2	0.2	7	2.8	0	-4	0	99
CCCn1nnnc1SCC(=O)Nc1sc(C)c(C)c1C#N	8	-5	-1.9	30	-0.8	13	-21	.	86
CC(=O)OCCNc1nc(-c2ccccc2)nc2ccccc12	-13	-5	-4.0	37	-2.0	17	-1	-3	96
Cn1cc(CN2CCc3sccc3C2)c(-c2ccccc2F)n1	-2	-6	-2.8	27	-2.1	13	0	2	104
CCOC(=O)CSc1nc(C)c(C(=O)OCC)s1	-10	-4	-3.0	10	-0.6	-18	-4	5	110
CCC1C(C#N)=C(N)OC2=C1C(=O)CC(C)(C)C2 (stereo not given)	-12	-7	-6.8	5	-4.6	18	-3	-2	84
CCOC(=O)c1cn2nc(-c3ccc(OC)cc3)cc2nc1C1CCN(C(=O)OC(C)(C)C)CC1	-1	4	0.7	10	-0.3	13	-1	4	90
O=C(O)c1cccc(NC(=O)c2ccc3c(c2)C(=O)N(c2cccc([N+](=O)[O-])c2)C3=O)c1	18	-1	-2.1	39	-2.1	1	-17	6	106
COc1cc(OC)c(OC)cc1CN1CCN(C(=O)c2cccc3ccccc23)CC1	1	3	1.5	29	-0.8	4	-9	5	107
CCCCC#Cc1ccc(C(=O)NNC(=O)Nc2cc(Cl)cc(Cl)c2)o1	1	0	-2.6	1	-4.6	-8	-2	8	91
Cc1ccc(C(=O)Nc2ccc(C)c(S(=O)(=O)Nc3ccccc3Cl)c2)s1	-28	-4	-2.9	14	3.3	9	-1	6	104
CC(=O)Nc1ccc(C(=O)OCC(=O)NC(=O)NC2CCCCC2)cc1	-3	-1	-1.1	-3	-0.2	27	-14	4	100
COC(=O)C1CCN(c2nc3ccccc3nc2C(C#N)C(=O)NCCc2ccccc2)CC1 (stereo not given)	2	11	-3.1	-17	-1.4	3	-2	0	90&106
CCC(C)(C(=O)NC1CCCCC1)N(C(=O)CNC(C)=O)c1c(C)n(C)n(-c2ccccc2)c1=O (stereo not given)	26	-9	-0.5	-14	0.5	11	-22	3	103
CCCn1c(SCC(=O)Nc2ccccc2-c2ccccc2)nnc1-c1ccoc1C	-7	5	-2.6	-17	-3.6	4	-32	-1	107
CCOc1ccc(NC(=O)C(C)Oc2ccccc2C(=O)Nc2cccc(Cl)c2Cl)cc1 (stereo not given)	16	-9	-3.4	26	-4.5	8	2	0	111
COCCN(Cc1ccc(F)cc1)C(=O)c1cc2ccccc2oc1=O	8	7	-2.9	29	-2.4	-3	-16	4	106
Cc1cccc(N2C(=O)CSC2c2cccnc2)c1 (stereo not given)	18	11	1.7	4	-2.0	4	-2	6	101
Fc1ccc(-c2cc(C(F)(F)F)nc(N3CCCCC3)n2)cc1	6	6	-2.6	52	-2.5	-12	-2	3	103
C=CCNC(=S)N1CCN(S(=O)(=O)c2ccc(C)cc2)CC1	15	-9	-2.0	18	0.8	27	-11	3	101
Cc1ccccc1NC(=O)CCCC(=O)c1ccccc1	4	8	-2.8	.	-3.3	-2	-8	1	104
CCc1ccc(N(C(=O)c2ccco2)C(C(=O)NC2CCCC2)c2ccncc2)cc1 (stereo not given)	-1	-4	-1.6	11	-2.5	-9	-32	4	104
O=C(NCc1ccccn1)c1ccc(Cn2c(=S)[nH]c3ccc(Br)cc3c2=O)cc1	7	5	-3.1	-50	-3.4	15	1	6	97
CN1CCN(Cc2nc3ccccc3c(=O)n2CC#N)CC1	5	-6	-2.2	12	-2.9	-4	7	6	98
S=C1NC2(CCCC2)N=C1c1ccccc1	-4	-2	-3.1	-1	-1.3	24	-3	-1	98

Overlap with the part before: 4 entries, then new ones.
SMILES	HCV NS3 hel inh	pCIP destab	IMP-1 inh	PHOSPHO1 block	VIM-2 inh	UBC9 SUMO inh	DNA FID counter	IDE act	MEKK3 PB1 HTS
CCc1ccc(N(C(=O)c2ccco2)C(C(=O)NC2CCCC2)c2ccncc2)cc1 (stereo not given)	-1	-4	-1.6	11	-2.5	-9	-32	4	104
O=C(NCc1ccccn1)c1ccc(Cn2c(=S)[nH]c3ccc(Br)cc3c2=O)cc1	7	5	-3.1	-50	-3.4	15	1	6	97
CN1CCN(Cc2nc3ccccc3c(=O)n2CC#N)CC1	5	-6	-2.2	12	-2.9	-4	7	6	98
S=C1NC2(CCCC2)N=C1c1ccccc1	-4	-2	-3.1	-1	-1.3	24	-3	-1	98
Nc1c(-c2cccs2)cnn1-c1nc(-c2ccc(Cl)cc2Cl)cs1	1	5	-2.2	32	-1.3	-2	-1	8	100
O=C(CSc1nnnn1Cc1ccccc1)Nc1ccc2c(c1)OCO2	0	-14	-6.5	-38	-2.4	22	-12	5	104
CCOC(=O)c1c(C)nc2ccc(C)cn12	1	2	-3.4	-2	-1.4	-2	-4	4	101
CCOn1c(=O)c(-c2ccc(C)cc2)[n+]([O-])c2ccccc21	5	3	-1.4	6	-1.1	11	-2	-3	103
CCOC(=O)c1sc(N=NC2=C(O)CCCC2=O)c(C(=O)OCC)c1C	20	4	-2.5	-8	-1.8	38	-9	8	104
CCCC(=O)NC1=C(C#N)C2(CCCC2)Cc2ccccc21	-15	5	-2.9	0	0.6	-4	-16	6	97
O=C(Nc1cccc(F)c1)C1CCN(C(=O)c2ccc(Cl)cc2)CC1	13	-10	-2.2	1	0.1	-4	-22	2	145*
CCCn1cc(NC(=O)C2CC(c3cccc(Br)c3)=NO2)cn1 (stereo not given)	-6	8	-0.1	-8	-1.8	-16	-24	5	109
COc1ccc(OC)c(/C=C2\SC(=S)N(C(C(=O)O)c3ccccc3)C2=O)c1 (stereo not given)	47*	-10	4.8*	45	4.0	29	-13	-16	77
CN(C)CCN(C(=O)c1ccc(S(=O)(=O)N2CCCC2)cc1)c1nc2ccc(Br)cc2s1	-6	-3	-0.1	28	1.7	26	14	1	107
CCOC(=O)C1(Cc2cccc(OC)c2)CCN(C/C=C/c2ccc(OC)cc2)CC1	-57	-20	-1.4	50	-0.8	-3	15	8	105
Cc1oc(-c2ccc(Cl)cc2)cc1-c1nn2c(-c3ccoc3C)nnc2s1	42*	-4	-3.4	-7	-2.2	60*	-19	-7	103
CC(=O)N1CC=CC1(C)C(=O)NCc1cc(F)cc(C(F)(F)F)c1 (stereo not given)	6	-14	-1.5	13	-1.1	-17	-4	-4	91
Cc1ccc(SCC(=O)NCCN2C(=O)CSC2=O)cc1C	2	5	-0.4	2	4.5	6	-5	1	98
O=c1c(Cc2ccc(F)cc2)c(O)ccn1C1CC1	-8	5	-2.6	-10	-2.7	11	1	6	109
CCCCCn1c(N2CCC(Cc3ccccc3)CC2)nc2c1c(=O)[nH]c(=O)n2C	-4	.	-3.7	.	-2.0	.	-15	4	100
CCN(CC)C(C(=O)Nc1ccc2c(c1)OCO2)c1ccccc1 (stereo not given)	1	6	-2.2	-10	-2.1	0	6	6	97
CC(=O)Nc1cc2c(cc1NC(=O)Cn1nc(-c3ccc4c(c3)OCCO4)ccc1=O)OCCO2	-4	-3	-1.6	5	-1.8	2	-16	2	100
COC(=O)CCCC1=CC2=CC(=O)C(C)(OC(=O)C3CCCC3)C(=O)C2=CO1 (stereo not given)	.	-3	.	18	.	4	.	-6	91
Cc1c(C(=O)NCc2ccc3c(c2)OCO3)sc2nc(-c3ccc(F)cc3)cn12	-2	6	0.3	23	-0.7	-25	0	-4	107
CC(Oc1ccc(Cl)cc1)C(=O)NCCN1C(=O)S/C(=C\c2cccnc2)C1=O (stereo not given)	15	14	-4.9	-4	-4.0	8	-16	-6	105
Cc1ccc(C2CC(=O)NC(SCc3ccccc3)=C2C#N)cc1 (stereo not given)	-6	-15	-2.5	6	-1.5	-19	-15	-3	106
O=C(Cn1nc(-c2ccccc2)ccc1=O)NCCN1CCN(Cc2ccccc2)CC1	12	-10	-2.6	14	-0.2	-7	5	3	105
O=C(Nc1ccc(OC(F)(F)F)cc1)c1ccc2ccccc2n1	5	1	-0.5	20	-1.1	-9	-3	2	101
COc1ccc2oc(=O)c(C(=O)O)cc2c1	3	0	-5.2	11	-3.2	0	2	8	102
More compounds
SMILES	HCV NS3 hel inh	pCIP destab	IMP-1 inh	PHOSPHO1 block	VIM-2 inh	UBC9 SUMO inh	DNA FID counter	IDE act	MEKK3 PB1 HTS
CC(CS(=O)(=O)c1ccc2c(c1)NC(=O)CS2)C(=O)NCc1ccccc1Cl (stereo not given)	3	0	9.2*	48	-2.9	4	-33	8	91
Cc1n[nH]c(=O)nc1NCc1ccc(Cl)cc1	-2	-1	-2.6	6	1.0	-3	1	3	104
CCN1CCc2c(OCC(=O)Nc3ccc(C)cc3)cccc2C1=O	1	-8	-2.2	62*	-1.6	-4	-32	-3	101
Cc1cc(NC(=O)COC(=O)[C@@H](NS(=O)(=O)c2ccc(Br)cc2)C(C)C)no1	-1	11	-3.2	34	-1.7	-26	-19	0	100
CS(=O)(=O)N1CCN(c2ccccc2NC(=O)c2cccnc2)CC1	-3	-5	0.3	30	0.9	19	-3	-4	88
COc1cc(C)c(Cl)cc1S(=O)(=O)N1CCCC1	2	-1	-3.3	8	-3.5	-8	-3	.	102
CC(C)(C)n1cn[nH]c1=S	-11	-3	-3.6	18	-3.5	-2	-3	7	101
O=C(O)c1ccc2c(c1)S(=O)(=O)N=C1CCCCCN12	4	4	-4.4	28	-1.2	-8	-4	4	105
CCCOc1nnnn1-c1ccccc1	-2	-10	-2.6	20	-1.3	-8	-2	0	87
Cn1c(-c2ccc(CN3CCCCC3)o2)nc2ccccc21	1	-19	1.2	-5	0.8	15	4	0	.
OCCNCC(O)CN1c2ccccc2Sc2ccccc21 (stereo not given)	-24	3	0.1	24	0.6	-7	8	7	102
COc1ccc2nc(N3C(=O)CC(C(C)c4ccccc4)C3=O)sc2c1 (stereo not given)	10	-4	7.9*	3	3.7	7	-37	4	106
COc1ccc(-c2csc(NC(=S)NC(=O)c3ccccc3)n2)cc1Br	6	6	0.1	-1	-0.7	14	0	.	91
COCc1nnc(NC(=O)CC(c2ccccc2)c2ccccc2)s1	-12	-20	-0.2	42	-0.4	35	-13	4	.
CC(C)Cc1nnc(NC(=O)Cc2ccc([N+](=O)[O-])cc2)s1	-6	-4	-4.9	-3	-1.1	10	1	5	104
COc1ccccc1C(=O)NNC(=O)c1ccc(NC(=O)c2ccccc2)cc1	-11	-6	0.5	15	-2.0	-2	-8	-5	88
COC(=O)c1c(NC(=O)c2ccccc2[N+](=O)[O-])sc2c1CC(C)(C)NC2(C)C	-8	2	-4.1	9	0.3	-3	22	7	94
NC(=O)c1cc(C(=O)c2ccc(Cl)cc2Cl)c[nH]1	2	-12	-0.5	64*	0.5	-1	-5	4	88
CCn1c(=O)c(C(=O)NNC(=O)c2ccccc2Cl)c(O)c2ccccc21	4	-7	-5.6	-11	-3.6	-16	-28	2	98
COC(=O)c1cc(=O)n(-c2ccc(F)cc2)c(=Nc2ccc(F)cc2)s1	-4	8	-1.6	6	-3.2	-16	-2	-3	113
